Source: PubChem BioAssay (National Center for Advancing Translational Sciences (NCATS))
aSyn yeast inh = rescues yeast growth from alpha-synuclein toxicity; Yeast expressing alpha-synuclein, growth rescue, BacTiter-Glo, 24 h; Potency, µM (titrated, usually from 46.1 µM), for inactives: at the highest dose growth rescue (activation), most hits filed as activators; hit rate 0.14% among 370,000; AID 652106; also: potency is read from the fitted curve at half-maximal effect; % of control where 0% means no effect; nearly all actives have a fitted effect of over 65% in size
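Readout is rescue of growth in alpha-synuclein-expressing yeast, so inhibitors of toxicity appear as activators. Growth after 24 hr at 30 deg C in galactose medium is quantified by luminescence.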
TDP-43 yeast inh = TDP-43 toxicity inhibition in yeast; Potency, µM (titrated, usually from 46.1 µM), for the others: at the highest dose growth rescue (activation), hits mostly activators; AID 652104; TDP-43 expressing yeast growth rescue, BacTiter-Glo, 24 h; hit rate 1.8% among 410,000; also: potency is read from the fitted curve at half-maximal effect; % of control where 0% means no effect; nearly all actives have a fitted effect of over 50% in size
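Galactose-induced TDP-43 yeast, OD600=0.02, compound pinned; 24 hr, 30 deg C; BacTiter-Glo luminescence for growth. Inhibitors of TDP-43 toxicity read as activators.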
Abeta yeast res = compounds reversing amyloid beta toxicity in yeast. yeast expressing A-beta42, growth rescue, OD600, 48 h; response scale: 0% DMSO, 100% iron-clioquinol control. Potency, µM (highest dose often 46.1 µM), for the others: top-dose growth rescue, hits mostly activators. hit rate 0.063% among 410,000; also: potency is read from the fitted curve at half-maximal effect; nearly all actives have a fitted effect of over 55% in size
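Yeast growth medium received pinned compounds, then yeast cells expressing toxic A-beta were added; plates incubated at 30 C for 48 hr. Growth read as absorbance at 600 nm, normalized to DMSO and equimolar FeCl3 plus clioquinol controls.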
DRD3 antagonist = blocks the human D3 dopamine receptor; P35462; D3R cells, DiscoveRx beta-arrestin luminescence, antagonist mode; hits give low values; max response, negative = inhibition, %; hit rate 2.5% among 360,000; AID 652054; in the data active = max response below about -50%; inconclusive = no clear call, values can overlap the other calls; also: % is scaled to controls: 0 for no effect and ±100 for the full control effect; mostly tested at two doses, the higher about 12 µM
Target sequence (P35462 whole entry, looked up): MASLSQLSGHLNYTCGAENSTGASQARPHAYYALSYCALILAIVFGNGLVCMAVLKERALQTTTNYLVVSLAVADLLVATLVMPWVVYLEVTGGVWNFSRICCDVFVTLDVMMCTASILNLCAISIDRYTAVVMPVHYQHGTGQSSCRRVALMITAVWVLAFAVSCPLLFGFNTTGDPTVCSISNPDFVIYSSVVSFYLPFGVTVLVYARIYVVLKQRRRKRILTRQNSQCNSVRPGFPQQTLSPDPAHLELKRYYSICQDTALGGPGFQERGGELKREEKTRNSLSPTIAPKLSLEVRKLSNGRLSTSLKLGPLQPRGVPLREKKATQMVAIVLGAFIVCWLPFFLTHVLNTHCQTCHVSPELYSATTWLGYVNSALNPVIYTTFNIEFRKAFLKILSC
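Cells plated overnight at 1500 cells/well, then exposed to library compounds with dopamine controls for 90 minutes at 37 degrees C. DiscoveRx reagent added for 30–60 minutes at room temperature; luminescence read, quantitative HTS format.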
FUS suppressor = FUS proteinopathy suppression in yeast; S. cerevisiae FUS-expressing, growth rescue, OD600, 24 h; hit rate 0.24% among 390,000; Potency, µM (series often up to 76.6 µM), for the others: top-dose growth rescue (activation), actives largely listed as activators; AID 1347120;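 also: potency is read from the fitted curve at half-maximal effect; plate controls were DMSO vehicle for no effect and reference control for full effect; nearly all actives have a fitted effect of over 55% in size; some results filed as inactive show a strong effect at the top dose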
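Cultures pregrown in 2.5% raffinose medium are shifted to minimal medium containing 2% galactose to express toxic FUS. Compounds are tested at several concentrations. After 24hr at 30C, growth is quantified at 600 nm absorbance.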
PTHR1 ag = PTHR1 (human) receptor agonism. HEK293 GP2 PTHR1 cells, GloSensor cAMP luminescence, 1 h. hit rate 0.075% among 410,000. Q03431. Potency, µM (doses to about 115 µM), without a hit: top-dose activation, actives largely listed as activators. AID 743266; also: potency is read from the fitted curve at half-maximal effect; nearly all actives have a fitted effect of over 55% in size; some results filed as inactive show a strong effect at the top dose; inactives centre near -15; many of its hits are not listed in these tables
Target sequence (Q03431 whole entry, looked up): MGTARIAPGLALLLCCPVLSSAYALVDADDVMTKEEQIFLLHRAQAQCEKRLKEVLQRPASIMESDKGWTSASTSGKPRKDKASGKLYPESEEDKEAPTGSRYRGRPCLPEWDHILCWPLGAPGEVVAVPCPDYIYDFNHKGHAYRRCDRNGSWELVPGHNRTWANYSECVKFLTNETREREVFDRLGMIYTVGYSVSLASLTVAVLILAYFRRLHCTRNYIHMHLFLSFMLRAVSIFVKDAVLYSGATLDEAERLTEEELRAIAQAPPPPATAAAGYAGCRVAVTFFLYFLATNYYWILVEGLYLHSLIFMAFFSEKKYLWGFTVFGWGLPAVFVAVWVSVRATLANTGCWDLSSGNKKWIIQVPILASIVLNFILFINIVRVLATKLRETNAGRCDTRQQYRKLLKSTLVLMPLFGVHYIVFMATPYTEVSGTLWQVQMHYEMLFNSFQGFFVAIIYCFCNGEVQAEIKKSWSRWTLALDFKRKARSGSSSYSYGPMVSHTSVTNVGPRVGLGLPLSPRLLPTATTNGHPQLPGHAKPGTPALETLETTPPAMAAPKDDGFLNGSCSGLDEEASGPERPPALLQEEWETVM
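HEK-293-derived GP2 cells expressing PTHR1 and a GloSensor cAMP reporter, 3,000/well, plated overnight, given luciferin plus IBMX (each 0.5 mM as added) for 1 h at 37 °C, then compound for 1 h at 37 °C. Luminescence was read after 15 min at room temperature.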
pAkt inh = Akt phosphorylation inhibition | Neuro2A IGF-stimulated pAkt S473 HTRF, 20 min; hits give low values | activity change, % for hits at 50 µM | hit rate 0.32% among 360,000; in the data active = activity change below about -80%; inconclusive = mostly about -51% to -80%; also: % is scaled to controls: 0 for no effect and ±100 for the full control effect
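Neuro2A cells (4,500/well, DMEM with 0.5% FBS) were treated with compound at a single 50 µM final concentration, stimulated with 6 nM IGF for 20 min at 37 °C, and lysed. Phospho-Akt Ser473 was read by HTRF as 665/615 ratio ×10^4.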
GLP-1R inv ag = inverse agonists of human GLP-1 receptor; Potency, µM (series often up to 38.3 µM), inactives show at the highest dose activity change, negative = inhibition, actives largely listed as inhibitors; HEK293 GLP-1R CRE-luciferase, luminescence, 24 h; GLP-1R form is constitutively active; P43220; AID 624417; hit rate 1.6% among 410,000; also: potency is read from the fitted curve at half-maximal effect; % is scaled to controls: 0 for no effect and ±100 for the full control effect; nearly all actives have a fitted effect of over 55% in size
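Using stably transfected HEK293 (constitutively active GLP-1R, cAMP-luciferase reporter), compounds were incubated 24 hr and luciferase measured by luminescence.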
GLP-1R agonist = activates the human GLP-1 receptor | HEK293 GLP-1R CRE-luciferase, luminescence, 4-6 h; cells express a hypersensitive GLP-1R form | Potency, µM (titrated, usually from 45.6 µM), for inactives: at the top dose activation, hits mostly activators | hit rate 0.007% among 380,000 | AID 624172; also: potency is read from the fitted curve at half-maximal effect; % of control where 0% means no effect
An asterisk follows results filed as active; i = inactive; ? = inconclusive; nt = no result given; & = joins results of further samples; [ ] = another dose, or the depositor's remark. Unless noted, calls follow the shape of the dose curve; as a rule, active = well fitted curve in the direction sought with a large enough effect; inconclusive = small, poorly fitted or top-dose-only effect, or another doubt; inactive = no such curve, though single readings can be large; an effect the other way counts as inactive or inconclusive. A portion of the library, so the mix of outcomes need not match the whole.

SMILES	aSyn yeast inh	TDP-43 yeast inh	Abeta yeast res	DRD3 antagonist	FUS suppressor	PTHR1 ag	pAkt inh	GLP-1R inv ag	GLP-1R agonist
O=C(O)CC1S/C(=N/N=C/C2CC=CCC2)NC1=O (configuration not stated)	-1%	-24%[9.22 µM]	-18%	?	25%	21%	i	10%	2%
CCOCCC(=O)Nc1ccc2c(c1)c(=O)n(C)n2C/C=C/c1ccccc1	-2%	6%	-14%	-24	-9%	-6%	i	?	-1%
CCN(CCCNC(=O)CCn1c(=O)[nH]c2ccccc2c1=O)c1cccc(C)c1	-1%	9%	1%	12	4%	i	i	?	1%
CCN(C(C)=O)c1cnc(C=NNC(N)=S)c2ccccc12	4%	0%	9%	4	nt	-4%	i	0%	-3%
CCc1nnc(NC(=O)CCC(=O)NC2CCCc3ccccc32)s1 (configuration not stated)	6%	4%	-1%	0	-4%	i	i	22%	-5%
COCC(C)n1c(SCC(=O)NC(=O)NC2CCCC2)nc2ccccc2c1=O (configuration not stated)	0%	19%	-14%	19	24%	-7%	i	10%	11%
CC(=O)c1ccc(N(CC(=O)NC2CCCCC2)C(=O)CNC(=O)c2ccco2)cc1	0%	-7%	7%	-16	6%	-70%[inhibitor]	i	-8%	7%
CC(C)CC(=O)Nc1cc([N+](=O)[O-])ccc1Cl	-12%	-5%	-10%	-29	5%	?	i	8%	11%
O=S(=O)(c1ccc(Cl)c(Cl)c1)N1CCc2nc3ccccc3n2CC1	9%	21%	0%	8	nt	-3%	i	-10%	-1%
Cc1ccccc1CNC(=O)CCNS(=O)(=O)c1ccc(OC(F)(F)F)cc1	-2%	3%	-3%	-6	nt	i	i	0%	-1%
CCN(C[C@H]1N[C@@](CC)(C(=O)OC)[C@H]2C(=O)N(C)C(=O)[C@@H]12)C(=O)c1ccc(F)cc1	0%	0%	-8%	13	-17%	i	i	3%	-4%
O=C(c1cccs1)N1CCN(c2nc3ccccc3s2)CC1	-1%	9%	0%	17	-4%	-61%[inhibitor]	i	11%	10%
C=CCOc1ccccc1CN1CCC(CO)(CCOc2ccccc2)CC1	4%	nt	6%	3	0%	i	i	?	9%
CCc1ncc(C(O)c2ccc(Cl)cc2)n1Cc1ccccc1 (configuration not stated)	12%	17%	-1%	8	-10%	-19%	i	8.9µM*	-8%
Cc1ccc(N(C(=O)CCC(=O)Nc2cc(C)on2)C(C(=O)NC2CCCC2)c2ccncc2)cc1 (configuration not stated)	-7%	-8%	3%	21	7%	i	i	10%	-7%
O=C(Nc1ccc2c(c1)OCCO2)C1CCN(C(=O)c2ccc([N+](=O)[O-])cc2)CC1	-4%	5%	10%	3	-7%	i	i	14%	6%
CC(=NNC(=O)c1cc(C)oc1C)c1ccc(Br)s1	1%	26%	-6%	-8	nt	6%	i	32%	10%
Cc1ccc(S(=O)(=O)/C(C#N)=C/c2c(N3CCN(C)CC3)nc3ccccn3c2=O)cc1	-1%	-14%	-2%	?	-21%	i	i	9%	0%
c1ccc(-n2ncc3c(N4CCN(c5ccccn5)CC4)nc(N4CCCCCC4)nc32)cc1	0%	-5%	11%	16	14%	i	i	-7%	-11%
COC(=O)C1=C(C)N(CCCC(=O)O)C(=O)NC1c1ccc([N+](=O)[O-])cc1 (configuration not stated)	3%	14%	-3%	9	-1%	i	i	26%	0%
Cc1cc(C)cc(OCC(=O)OCC(=O)NC2CCCCCC2)c1	-6%	13%	-11%	-6	1%	-16%	i	-11%	-4%
CC1CN(CC(=O)Nc2cccc(C(=O)Nc3cccc(C(F)(F)F)c3)c2)CC(C)O1 (configuration not stated)	-1%	-12%	-5%	8	11%	-11%[57.5 µM]	i	?	3%
CO/N=C/c1ccc(OC)c(Oc2nc(OC)cc(OC)n2)c1	11%	10%	-1%	4	-1%	i	i	?	10%
O=C(COC(=O)c1ccc(O)cc1O)Nc1ccc2ccccc2c1	-1%	-3%	-2%	-2	-12%	-26%	i	?	8%
COc1ccc(CNCCCO)cc1OC	1%	-22%	-20%	-10	15%	i	i	1%	-2%
COc1ccc2oc(-c3ccco3)cc(=O)c2c1	-1%	-17%	-12%	-7	4%	-15%	i	43%[activator]	10%
CCOC(=O)C1CCN(c2ncnc3c2cnn3C)CC1	-5%	-11%	-8%	-6	-23%	13%	i	12%	20%
COc1cccc(Nc2c(F)c(F)c(F)c(F)c2C(=O)O)c1	-12%	10%	-6%	33	nt	-4%	i	0%	-15%
COc1cccc(CN(CC(=O)NCc2ccco2)C(=O)CNS(=O)(=O)c2ccccc2)c1	0%	7%	-7%	10	6%	-9%	i	-14%	4%
COc1ccc(/C=N/N2C(=O)C3C4C=CC(CC4)C3C2=O)c(OC)c1 (configuration not stated)	2%	13%	-6%	3	-5%	-10%	i	-19%	6%
O=C(NNC(=O)c1cc(Br)ccc1O)c1csc(N2CCOCC2)n1	-7%	-3%	-7%	9	-4%	i	i	-20%	1%
COc1ccc(S(=O)(=O)N2CCCC2C(=O)Nn2cnnc2)cc1 (configuration not stated)	-1%	10%	0%	-3	-4%	i	i	7%	-8%
COc1ccc(OCc2nc(-c3ccc(OC)c(OC)c3)no2)cc1	nt	18%	-8%	nt	0%	-3%	nt	2%	7%
COc1ccc(S(N)(=O)=O)cc1C(=O)N1CCCC1	1%	2%	-3%	5	-16%	i	i	36%[activator]	-1%
CN(C)C(=O)c1cc(C(=O)c2ccccc2)c[nH]1	1%	9%	6%	2	-2%	-1%	i	40%[activator]	-1%
CC(C)NC(=O)c1nn(C)c2c1CS(=O)(=O)c1ccccc1-2	nt	3%	-3%	nt	2%	-3%	nt	3%	nt
CCc1c(O)nc(SCC(=O)Nc2ccc(OC)cc2)n(C2CCCCC2)c1=O	2%	0%	21%	-30	?	-4%[57.5 µM]	i	0%	3%
COc1ccc(NC(=O)c2cc(S(=O)(=O)N3CCCC3)ccc2OC)cc1	-9%	8%&18%	-5%&-14%	-12	13%&1%	-10%	i	15%&-8%	12%
Cc1ccc(CSc2nnc(Cn3c(=O)sc4ccccc43)n2C)cc1	4%	7%	3%	0	-17%	i	i	-8%	10%
CC(C)c1nc(N2CCOCC2)c(C#N)c2c1CCCC2	0%	13%	-13%	-4	19%	-31%[inhibitor]	i	?	2%
Cc1cc(C)n(-c2nncc(-c3ccccc3)n2)n1	9%	?	21%	-8	-7%	-9%[57.5 µM]	i	38%[activator]	-9%
O=C(CCN1C(=O)c2ccccc2C1=O)NCc1ccc(Cl)cc1	-1%	7%	6%	-5	-14%	-4%	i	6%	5%
CCN(CC)S(=O)(=O)c1cc(NC(=O)Cc2n[nH]c(=O)c3ccccc23)ccc1C	2%	-6%	-1%	-11	1%	-31%[inhibitor]	i	3%	10%
CN(C)CCOc1ccc2c(c1)C(=O)C(=Cc1ncc([N+](=O)[O-])n1C)C2	10%	0%	1%	-9	-14%	i	i	?	-5%
COc1ccc(-n2nnnc2C2CCN(S(=O)(=O)c3ccc(NC(C)=O)cc3)CC2)cc1	nt	-4%	-13%	nt	-10%	-45%[inhibitor]	nt	-18%	nt
O=C(CNC(=O)c1ccccc1)NC1(C(=O)NC2CCCCC2)CCCCC1	2%	5%[9.22 µM]	-5%	1	4%	-32%	i	-26%	3%
O=C(O)C1C2CCCCC2=C2CCCCC2C1C(=O)Nc1nccs1 (configuration not stated)	0%	0%	3%	0	nt	i	i	-17%	-4%
CC(C)c1ccc(/C=N/Nc2cc(N3CCOCC3)nc(N3CCOCC3)n2)cc1	-1%	14%	27%	-2	43%	-12%	i	?	3%

Exported with two lines to a compound: eight of the compounds above.
Sequence of screens: aSyn yeast inh, TDP-43 yeast inh, Abeta yeast res, DRD3 antagonist, FUS suppressor, PTHR1 ag, pAkt inh, GLP-1R inv ag, GLP-1R agonist
- O=C(NNC(=O)c1cc(Br)ccc1O)c1csc(N2CCOCC2)n1
 : -7%, -3%, -7%, 9, -4%, i, i, -20%, 1%
- COc1ccc(S(=O)(=O)N2CCCC2C(=O)Nn2cnnc2)cc1 (configuration not stated)
 : -1%, 10%, 0%, -3, -4%, i, i, 7%, -8%
- COc1ccc(OCc2nc(-c3ccc(OC)c(OC)c3)no2)cc1
 : nt, 18%, -8%, nt, 0%, -3%, nt, 2%, 7%
- COc1ccc(S(N)(=O)=O)cc1C(=O)N1CCCC1
 : 1%, 2%, -3%, 5, -16%, i, i, 36%[activator], -1%
- CN(C)C(=O)c1cc(C(=O)c2ccccc2)c[nH]1
 : 1%, 9%, 6%, 2, -2%, -1%, i, 40%[activator], -1%
- CC(C)NC(=O)c1nn(C)c2c1CS(=O)(=O)c1ccccc1-2
 : nt, 3%, -3%, nt, 2%, -3%, nt, 3%, nt
- CCc1c(O)nc(SCC(=O)Nc2ccc(OC)cc2)n(C2CCCCC2)c1=O
 : 2%, 0%, 21%, -30, ?, -4%[57.5 µM], i, 0%, 3%
- COc1ccc(NC(=O)c2cc(S(=O)(=O)N3CCCC3)ccc2OC)cc1
 : -9%, 8%&18%, -5%&-14%, -12, 13%&1%, -10%, i, 15%&-8%, 12%
